Source: PubChem BioAssay (National Center for Advancing Translational Sciences (NCATS))
PI4K2A block: qHTS for small molecular inhibitors of PI4K2A | activity change, negative = inhibition, % at 76.9 µM | Phosphatidylinositol 4-kinase type 2-alpha (Homo sapiens), Q9BTU6 | purified PI4K2A, ADP-Glo luminescence, 1 h; stronger effect = lower value | 0.13% of 420,000 active; in the data active = activity change below about -50%; inconclusive = mostly about -30% to -49%;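 note: -100% = wells without enzyme as full effect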
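Compounds are screened against recombinant PI4K2A using PI as substrate and ATP, the latter dispensed at 300 microM. Reactions run one hour at ambient temperature before ADP-Glo detection; full inhibition defined by wells lacking enzyme.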
HP1b chromo inh: HTS for Inhibitors of HP1-beta Chromodomain Interactions with Methylated Histone Tails. Chromobox protein homolog 1 (Homo sapiens), P83916. AlphaScreen HP1-beta / biotin-H3K9me3 peptide binding. Potency, µM (top dose mostly 114 µM), for the others: at the top dose activity change, negative = inhibition, actives largely listed as inhibitors. 0.56% of 390,000 active; note: potency is the fitted concentration of half-maximal effect; nearly all actives have a fitted effect of over 70% in size; inactives centre near 23
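Compound inhibition of the preformed complex between 50 nM HP1-beta and 50 nM biotinylated H3K9me3 peptide was read by AlphaScreen. Buffer was PBS pH 7.4 with 0.01% Tween-20. Incubations ran 30 min at room temperature, with 10 ug/mL donor/acceptor beads.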
PGK inhibitor: qHTS Assay to Find Inhibitors of Phosphoglycerate Kinase; PGK/GAPDH coupled, Kinase-Glo luminescence, 60 min; Potency, µM (doses to about 57.5 µM), without a hit: top-dose activity change, negative = inhibition, most hits filed as inhibitors; 0.043% of 380,000 active; AID 602233, 2012; note: potency is the fitted concentration of half-maximal effect; % is set by controls: 0 for no effect and ±100 for the full control effect; nearly all actives have a fitted effect of over 60% in size
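Luminescent ATP detection (Kinase-Glo Plus) follows a 60-minute room-temperature incubation, with wells lacking PGK as controls. Buffer: 100 mM TEA (pH 7.6), 5 mM MgCl2, 0.01% Tween-20. Coupling enzyme GAPDH (100 nM final) supplies unstable 1,3-BPG in-well.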
ERG Ets-DNA blk: qHTS for Small Molecule Inhibitors of the ERG Ets/DNA interaction | fluorescence polarization, His-ERG Ets domain / labelled DNA | Potency, µM (titrated, usually from 76.9 µM), for inactives: at the top dose FP activity, negative = inhibition, actives largely listed as inhibitors | 0.028% of 370,000 active; active = well fitted inhibition curve with a large enough effect in the polarisation, with a control signal flat; inconclusive = small, poorly fitted or top-dose-only effect, or effect the other way, or a change in a side signal; inactive = no such curve, though single readings can be large or run the other way; the % refers to the polarisation;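 note: polarization taken with two DNA probes labelled with fluorescein and Texas red; potency is the fitted concentration of half-maximal effect; % of control where 0% means no effect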
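His-tagged ERG Ets domain (1 uM in the protein solution; 300mM KCl, 50mM Tris-HCl, 1mM EDTA, 1mM DTT, pH 7.5) received compound, then a probe mix of 5 nM fluorescein-DNA and 100nM Texas-615-DNA. Fluorescence polarization was read for both dyes.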
JMJD2A Tudor: qHTS Assay for Inhibitors of JMJD2A-Tudor Domain; Potency, µM (doses to about 114 µM), inactives show top-dose activity change, negative = inhibition, usual class: inhibitors; AlphaScreen JMJD2A-Tudor / H3K4me3 peptide binding; AID 504339, 2011; 4.4% of 390,000 active; Lysine-specific demethylase 4A (Homo sapiens), O75164; note: potency is the fitted concentration of half-maximal effect; % is set by controls: 0 for no effect and ±100 for the full control effect; nearly all actives have a fitted effect of over 50% in size
Target sequence (O75164 whole entry, looked up, the tested form may be a part): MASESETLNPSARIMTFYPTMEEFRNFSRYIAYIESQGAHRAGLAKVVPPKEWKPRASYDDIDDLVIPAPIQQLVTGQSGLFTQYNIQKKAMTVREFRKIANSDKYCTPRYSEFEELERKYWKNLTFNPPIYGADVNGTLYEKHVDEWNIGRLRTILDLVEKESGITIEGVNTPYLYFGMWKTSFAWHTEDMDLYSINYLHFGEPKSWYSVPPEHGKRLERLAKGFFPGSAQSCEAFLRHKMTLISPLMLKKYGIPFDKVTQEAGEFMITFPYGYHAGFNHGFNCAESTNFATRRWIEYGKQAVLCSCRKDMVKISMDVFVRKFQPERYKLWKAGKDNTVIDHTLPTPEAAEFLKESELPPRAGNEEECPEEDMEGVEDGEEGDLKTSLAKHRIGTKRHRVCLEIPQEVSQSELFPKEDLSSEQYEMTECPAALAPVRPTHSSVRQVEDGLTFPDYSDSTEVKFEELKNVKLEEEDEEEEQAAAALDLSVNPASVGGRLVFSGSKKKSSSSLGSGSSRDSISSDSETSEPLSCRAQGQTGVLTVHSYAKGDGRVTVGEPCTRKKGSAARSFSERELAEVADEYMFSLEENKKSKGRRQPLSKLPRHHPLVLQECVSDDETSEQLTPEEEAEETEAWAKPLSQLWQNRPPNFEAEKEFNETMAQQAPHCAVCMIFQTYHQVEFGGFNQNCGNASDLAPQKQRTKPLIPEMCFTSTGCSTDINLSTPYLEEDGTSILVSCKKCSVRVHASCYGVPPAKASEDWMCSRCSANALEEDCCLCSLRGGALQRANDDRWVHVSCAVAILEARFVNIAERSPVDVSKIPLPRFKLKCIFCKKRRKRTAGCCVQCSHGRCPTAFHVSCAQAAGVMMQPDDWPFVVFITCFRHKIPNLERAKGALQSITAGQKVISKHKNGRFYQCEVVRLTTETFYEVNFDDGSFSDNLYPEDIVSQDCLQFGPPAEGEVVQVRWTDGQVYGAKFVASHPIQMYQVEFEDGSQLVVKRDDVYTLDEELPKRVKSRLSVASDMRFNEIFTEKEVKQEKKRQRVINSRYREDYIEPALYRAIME
G9a block: qHTS Assay for Inhibitors of Histone Lysine Methyltransferase G9a; Histone-lysine N-methyltransferase EHMT2 (Homo sapiens), Q96KQ7; G9a H3K9 monomethylation, AlphaScreen, 2 h; Potency, µM (doses to about 102 µM), inactives show top-dose activity, negative = inhibition, usual class: inhibitors; 8.8% of 350,000 active; AID 504332, 2011; note: potency is the fitted concentration of half-maximal effect; % is set by controls: 0 for no effect and ±100 for the full control effect; nearly all actives have a fitted effect of over 75% in size
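Using a bead-based AlphaScreen, monomethylated H3K9 product from 2 h room-temperature reactions (G9a 20 nM, peptide 500 nM, SAM 20 uM) was detected with 0.5 ug/mL rabbit anti-H3K9me1 antibody.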
GLS inhibitor: qHTS for Inhibitors of Glutaminase (GLS); AID 624170, 2012; Potency, µM (doses to about 45.5 µM), for the others: top-dose activity change, negative = inhibition, actives largely listed as inhibitors; GLS enzymatic activity, qHTS titration; 0.21% of 410,000 active; Glutaminase kidney isoform, mitochondrial (Homo sapiens), O94925; note: potency is the fitted concentration of half-maximal effect; % is set by controls: 0 for no effect and ±100 for the full control effect
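Coupled fluorescence readout: glutamate oxidase/HRP/Amplex Red detect glutamate formed by hKGA from L-glutamine (1 mM solution added). Buffer 45 mM KH2PO4 pH 8.2, 0.02% Tween-20; reads at t0 and 30 min RT.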
Pin1 inh: qHTS Assay to Find Inhibitors of Pin1; Peptidyl-prolyl cis-trans isomerase NIMA-interacting 1 (Homo sapiens), Q13526; Pin1 FP peptide displacement, HiFluor488, 10 min; Potency, µM (highest dose often 115 µM), for inactives: top-dose activity, negative = inhibition, hits mostly inhibitors; 0.009% of 390,000 active; AID 504891, 2011; active = well fitted inhibition curve with a large enough effect in the polarisation, with a control signal flat, not every such curve was filed as active; inconclusive = small, poorly fitted or top-dose-only effect, or effect the other way, or a change in a side signal; inactive = no such curve, though single readings can be large or run the other way; the % refers to the polarisation; note: potency is the fitted concentration of half-maximal effect; % is set by controls: 0 for no effect and ±100 for the full control effect
BAZ2B inh: qHTS Assay for Inhibitors of BAZ2B; Bromodomain adjacent to zinc finger domain protein 2B (Homo sapiens), Q9UIF8; AlphaScreen BAZ2B-H3K14Ac peptide displacement; Potency, µM (titrated, usually from 114 µM), without a hit: top-dose activity change, negative = inhibition, actives largely listed as inhibitors; 4.4% of 360,000 active; note: potency is the fitted concentration of half-maximal effect; % is set by controls: 0 for no effect and ±100 for the full control effect; nearly all actives have a fitted effect of over 60% in size
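Compounds, titrated to a top concentration of 110 uM, were incubated 30 min at room temperature with preformed BAZ2B/acetyl-K14 H3 peptide complex (50 nM each). Proximity signal was measured by AlphaScreen after 20 min with beads.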
Starred values were filed as active, the others as inactive; i = inactive; ? = inconclusive; . = no result given; [ ] = another dose, or the depositor's remark. Unless noted, calls come from the whole dose curve; as a rule, active = well fitted curve in the direction sought with a large enough effect; inconclusive = small, poorly fitted or top-dose-only effect, or another doubt; inactive = no such curve, though single readings can be large; an effect the other way counts as inactive or inconclusive.

SMILES	PI4K2A block	HP1b chromo inh	PGK inhibitor	ERG Ets-DNA blk	JMJD2A Tudor	G9a block	GLS inhibitor	Pin1 inh	BAZ2B inh
O=C1C=C(NCc2ccc3c(c2)OCO3)CC(c2ccccc2)C1 (stereo unspecified)	0	25%	8%	-8%	-2%[57.1 µM]	3%	6%	-7%	-2%
CCCC(=O)Nc1ccc2nc(SCC(=O)Nc3nccs3)sc2c1	3	-10%	-3%	-1%	79µM*	?	4%	1%	?
Cc1nn(-c2cc(C(F)(F)F)ccc2Cl)c2nc(C(F)(F)F)[nH]c(=O)c12	0	19%	-4%	-1%	-19%	3%[59 µM]	7%	1%	7%
Cc1ccccc1NC(=O)Cc1nnc(SCc2ccc(Cl)c(Cl)c2)n1C	-1	12%	-2%	7%	0%	-29%[59 µM]	-2%	2%	-17%
COc1cccc(OC)c1C(=O)Nc1ccccc1C(=O)N1CCCCCC1	2	34%	-2%	27%	1%	53%[activator]	6%	-1%	2%
[O-]/C(=C(\C(=S)Nc1ccc(SC(F)F)cc1)[n+]1ccccc1)c1cc(Cl)ccc1Cl	-6	-18%	-10%	5%	?	35µM*	-10%	24%	?
O=C(N/N=C/c1ccc2c(c1)OCO2)c1ccc(Cn2cc([N+](=O)[O-])cn2)o1	5	27%	-10%	.	-7%	-9%[59 µM]	-4%	0%	2%
CCN(/N=C/c1ccc(Cl)cc1)c1cc(=O)n(C)c(=O)[nH]1	-8	9%	i	7%	40µM*	-1%[59 µM]	18%	0%	1%
COc1cc(NS(=O)(=O)c2ccc(NC(=O)C3CCCO3)cc2)nc(OC)n1 (stereo unspecified)	-5	26%	-5%	-2%	-15%	-29%[2.33 µM]	-10%	2%	-31%
COc1ccc(OCC(=O)Nc2cc(S(=O)(=O)N3CCCC3)ccc2OCC(F)(F)F)cc1	3	22%	-5%	-12%	-10%	?	1%	5%	-5%
CCN(CC)C(=O)CN(C#N)c1nc(NC(C)C)nc(NC(C)C)n1	3	56%[activator]	-10%	-8%	12%	-45%[59 µM]	.	2%	4%
COc1cc(S(=O)(=O)NCc2ccccn2)ccc1Cl	2	1%	7%	1%	32µM*	25%[59 µM]	?	1%	-2%
COc1cc(/C=N/N2CCN(c3ccccc3)CC2)ccc1OC(C)=O	-1	21%	0%	-6%	?	?	14%	0%	?
COc1ccc(NC(=O)CN(Cc2ccccc2)S(C)(=O)=O)cc1OC	7	20%	1%	-4%	-4%	-6%[59 µM]	4%	-5%	-2%
Cc1cc(C)cc(OC(C)c2ccnc3nc(/N=C/N(C)C)nn23)c1 (stereo unspecified)	2	34%[activator]	-2%	-3%	-1%	-4%[59 µM]	1%	8%	-25%
Brc1cccc(-c2nnc3sc(CN4CCCCC4)cn23)c1	-1	9%	-5%	0%	-23%	-35%	0%	-3%	7%
C/C(=N\NC(=O)c1cc2ccccc2cc1O)c1cc2ccccc2o1	-6	8%	-2%	18%	-35%	1%	8%	25%	2%
CCc1nc(CN2CCN(Cc3ccc(F)c(F)c3)C(CCO)C2)c(C)[nH]1 (stereo unspecified)	-1	19%	4%	-2%	-13%	6%	3%	4%	2%
COc1cccc(N(CC(=O)NC2CCCC2)C(=O)CCCC(=O)Nc2ccccn2)c1	0	29%	-8%	-12%	-12%	15%	0%	-9%	1%
CO[C@H]1O[C@H](CBr)[C@@H](OC(=O)c2ccccc2)[C@H](O)[C@H]1O	3	19%	-6%	-1%	-6%	.	11%	4%	.
COc1ccc(Nc2c[nH]c(=O)[nH]c2=O)cc1	-8	?	-1%	15%	-6%	.	13%	-22%	.

Some of the entries so far, with bars between the fields.
structure | PI4K2A block | HP1b chromo inh | PGK inhibitor | ERG Ets-DNA blk | JMJD2A Tudor | G9a block | GLS inhibitor | Pin1 inh | BAZ2B inh
COc1cc(NS(=O)(=O)c2ccc(NC(=O)C3CCCO3)cc2)nc(OC)n1 (stereo unspecified) | -5 | 26% | -5% | -2% | -15% | -29%[2.33 µM] | -10% | 2% | -31%
COc1ccc(OCC(=O)Nc2cc(S(=O)(=O)N3CCCC3)ccc2OCC(F)(F)F)cc1 | 3 | 22% | -5% | -12% | -10% | ? | 1% | 5% | -5%
CCN(CC)C(=O)CN(C#N)c1nc(NC(C)C)nc(NC(C)C)n1 | 3 | 56%[activator] | -10% | -8% | 12% | -45%[59 µM] | . | 2% | 4%
COc1cc(S(=O)(=O)NCc2ccccn2)ccc1Cl | 2 | 1% | 7% | 1% | 32µM* | 25%[59 µM] | ? | 1% | -2%
COc1cc(/C=N/N2CCN(c3ccccc3)CC2)ccc1OC(C)=O | -1 | 21% | 0% | -6% | ? | ? | 14% | 0% | ?
COc1ccc(NC(=O)CN(Cc2ccccc2)S(C)(=O)=O)cc1OC | 7 | 20% | 1% | -4% | -4% | -6%[59 µM] | 4% | -5% | -2%
Cc1cc(C)cc(OC(C)c2ccnc3nc(/N=C/N(C)C)nn23)c1 (stereo unspecified) | 2 | 34%[activator] | -2% | -3% | -1% | -4%[59 µM] | 1% | 8% | -25%
Brc1cccc(-c2nnc3sc(CN4CCCCC4)cn23)c1 | -1 | 9% | -5% | 0% | -23% | -35% | 0% | -3% | 7%
C/C(=N\NC(=O)c1cc2ccccc2cc1O)c1cc2ccccc2o1 | -6 | 8% | -2% | 18% | -35% | 1% | 8% | 25% | 2%
CCc1nc(CN2CCN(Cc3ccc(F)c(F)c3)C(CCO)C2)c(C)[nH]1 (stereo unspecified) | -1 | 19% | 4% | -2% | -13% | 6% | 3% | 4% | 2%
COc1cccc(N(CC(=O)NC2CCCC2)C(=O)CCCC(=O)Nc2ccccn2)c1 | 0 | 29% | -8% | -12% | -12% | 15% | 0% | -9% | 1%
CO[C@H]1O[C@H](CBr)[C@@H](OC(=O)c2ccccc2)[C@H](O)[C@H]1O | 3 | 19% | -6% | -1% | -6% | . | 11% | 4% | .
COc1ccc(Nc2c[nH]c(=O)[nH]c2=O)cc1 | -8 | ? | -1% | 15% | -6% | . | 13% | -22% | .
